MEKK2 mut-MEK5 = signal of MEK5 binding to mutant human MEKK2 PB1 domain; AID 1530; percent response, % at 10 µM; bead flow cytometry, Alexa488-MEK5 binding to MEKK2 mutant; 0.35% of 290,000 active; in the data active = percent response above about 24%, passing the limit was not always enough; also: inactives centre near 1; some results filed as inactive read as strong as hits; reference of the scale not given here
IDE cell inh = cellular human IDE inhibition | HEK cells, FAbetaB cleavage, fluorescence polarization | 0.41% of 320,000 active | inhibition, % at 5.59 µM | AID 434962;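 active = percent inhibition above the average of all tested compounds plus 3 SD, set per screening campaign, cut at about 16% in these data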;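 also: IDE supplied by intact live HEK cells; FP after avidin binding of uncleaved biotin substrate so inhibition keeps polarization high; 0% = DMSO wells and 100% = 60 µM reference IDE inhibitor Ii1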
pCIP destab = compounds decreasing mouse p/CIP protein stability | F442A p/CIP-EGFP cells, EGFP fluorescence, 16 h | AID 1984 | 0.01% of 290,000 active | decrease of EGFP signal, % at 10 µM | Q05BA5;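 active = EGFP signal decrease of at least 30% at 10 µM or well 3 SD below plate mean, unless failing retest; inactive = the rest, including hits failing retest or dose response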; also: some compounds called inactive have numbers as strong as hits; many of its hits are not listed in these tables
IDE act = IDE (human) activation, cell-based; P14735; activation, % at 5.96 µM; HEK cells, FAbeta-B cleavage, fluorescence polarization; 0% vehicle, 100% cell-free pure enzyme wells; 0.073% of 340,000 active; AID 493087;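 active = activation above the mean of all tested compounds plus 3 SD, set per screening campaign, cut at about 17% in these data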
MEKK2wt PB1 HTS = raises or lowers MEK5 binding to wildtype human MEKK2 PB1 domain; bead flow cytometry, Alexa488-MEK5 binding to MEKK2 WT; actives lie on both sides; binding response (% of control), % at 10 µM; 1.1% of 290,000 active; in the data active = binding response below about 67% or above about 130%
PfM18AAP inh = blocks P. falciparum M18 aspartyl aminopeptidase; AID 1822; recombinant PfM18AAP, H-Glu-NHMec fluorogenic cleavage; 1.2% of 290,000 active; inhibition, % at 7.35 µM;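 active = inhibition above the campaign mean inhibition over all tested compounds plus 3 SD, cut at about 28% in these data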;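 also: 0% = plate median of test compound wells and 100% = 2 mM ZnCl2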
NALP1 yeast inh = inhibitors of NALP1 inflammasome in yeast. S. cerevisiae NALP1/ASC/caspase-1 growth, X-gal OD620, 72 h. inhibition, % at 10 µM. 0.61% of 280,000 active. AID 2071; in the data active = inhibition mostly above about 24%, no sharp cut-off; inactive = mostly below about 32%; also: some compounds called inactive have numbers as strong as hits
UBC9 SUMO inh = inhibitors of human SUMOylation (UBC9); 0.36% of 290,000 active; inhibition, % at 35 µM; HTRF SUMOylation assay, SAE1/SAE2 + UBC9, in vitro; P63279; in the data active = inhibition above about 50%, passing the limit was not always enough; also: strong numbers were not always called active
MEKK3 PB1 HTS = modulators (inhibitors or enhancers) of MEK5 binding to human MEKK3 PB1 domain. Q99759. bead-based flow cytometry, Alexa488-MEK5 binding to MEKK3; actives lie on both sides; 0 = blocked by unlabeled MEK5, 100 = vehicle. binding response (% of control), % at 10 µM. 1.4% of 290,000 active;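 active = binding response more than 3 SD above or below the average of its plate-row segment, actives on both sides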;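 also: Alexa488 bead fluorescence after subtracting the streptavidin-only scavenger bead signal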
An asterisk follows results filed as active; . = not tested or not shown. A portion of the library; rates above refer to the full screens.

MEKK2 mut-MEK5,IDE cell inh,pCIP destab,IDE act,SMILES,MEKK2wt PB1 HTS,PfM18AAP inh,NALP1 yeast inh,UBC9 SUMO inh,MEKK3 PB1 HTS
-4,1,-2,3,Cc1ccccc1OCCc1c(C)[nH]c(=S)[nH]c1=O,68,1,7,6,56
5,12,-2,-3,C/C(CC(=O)Nc1ccc2ccccc2c1)=N\NC(=O)c1cnccn1,100,7,23,-1,118
2,8,-5,3,CCC(=O)N1CCCc2cc(S(=O)(=O)CCC(=O)Nc3ccccc3C)ccc21,100,-4,18,10,102
-1,-2,-14,2,O=C(Cc1ccc(F)cc1)N1CCC(CC2CC(c3ccc(Cl)cc3)=NO2)(C(=O)NCC2CCCCC2)CC1 (stereo not given),93,-4,-9,-4,100
2,3,9,3,CCCCNCCCCOc1ccccc1,102,3,1,1,102
5,1,11,3,COc1ccc(S(=O)(=O)N2CCOC2CNC(=O)C(=O)NCCN2CCOCC2)cc1C (stereo not given),103,4,8,3,98
4,-4,-4,1,CCCOC(=O)C1=C(C)NC2=C(C(=O)CC(C)(C)C2)C1c1ccc(N(C)C)cc1 (stereo not given),104,5,-13,-4,100
0,-7,10,4,O=C(Nc1nnc(C2CC2)s1)c1ccco1,111,9,2,21,119
-1,5,.,-2,C/C(=C\C(=O)c1ccc(C)cc1)NCc1ccc(F)cc1,102,1,.,.,104
1,22*,-17,-11,Cc1ccc(-c2n[nH]c(=S)c3ccccc23)cc1S(=O)(=O)NCC1CCCO1 (stereo not given),94,-4,-23,5,100
0,3,-31,2,Cc1cc(=O)[nH]c(SCC(=O)Nc2ccc(Br)cc2)c1C#N,105,1,-3,-8,104
2,6,5,-6,Cc1nc2c3ccccc3nc(NNC(=O)CCC(=O)N3CCN(c4ccc(F)cc4)CC3)n2n1,99,9,-2,-9,100
6,-2,7,2,O=C(O)CN=C1NC2(CCCCC2)Cc2ccccc21,99,-9,-3,-23,93
-8,0,-2,3,COc1ccc(C)cc1Nc1nnc(C)c(=O)[nH]1,99,-2,-2,-2,98
5,3,-11,8,COc1ccc2cc(S(=O)(=O)N3CCCC3)ccc2c1,102,8,6,0,101
-2,0,-5,-3,Cc1cc(=O)oc2c3c(cc(OCC(=O)Nc4ccc(CCO)cc4)c12)OC(C)(C)CC3,98,-7,17,25,99
13,-4,5,-3,O=C(COc1ccc(Cl)cc1)OCC(=O)N1CCCc2ccccc21,105,-4,23,-4,97
-1,4,-28,2,CCCOC(=O)c1ccc(NC(=O)CN(C)Cc2cccs2)cc1,97,-8,3,-6,100
-3,-1,-1,0,COc1ccc(CN(C)CC(=O)Nc2sc3c(c2C#N)CCC3)cc1OC,91,4,2,-11,88
0,0,-19,2,O=C(Nc1ccc([N+](=O)[O-])cc1)c1cn(-c2ccccc2)nc1-c1cc2ccccc2o1,100,-3,31,-6,99
5,5,8,5,O=C1NC2=C(C(=O)CCC2)C(c2ccccc2[N+](=O)[O-])N1 (stereo not given),107,27,6,-8,101
-1,-3,-11,4,O=C(NC1CCCC1)C(c1ccccn1)N(C(=O)c1csnn1)C1CCCCC1 (stereo not given),83,-16,-11,-18,78
11,7,-7,6,Oc1ccccc1C=Nc1ccccc1-c1nc2ccccc2[nH]1,103,5,20,32,99
-8,-1,-11,-2,O=C(CSc1nc2ccccc2n1CC(=O)N1CCCCC1)N1CCCCC1,92,-2,.,-8,87
4,2,-44,-3,O=C(COc1ccccc1[N+](=O)[O-])Nc1cccc(Cl)c1N1CCOCC1,105,0,17,-7,103
2,0,-14,0,CCOC(=O)c1cc(-c2csc(COc3ccccc3)n2)on1,102,-15,19,7,110
2,2,-2,5,O=C(NC(NC(=S)N1CCOCC1)C(Cl)(Cl)Cl)c1cccc2ccccc12 (stereo not given),108,10,-38,-9,126
0,8,-11,9,O=C(COC(=O)Cc1c(Cl)cccc1Cl)Nc1ccccc1-c1ccccc1,102,-8,41,-14,105
-3,-2,7,-3,Cc1cc(NC(=O)c2ccc(NC(=O)C3CC3)cc2)no1,95,-2,-14,2,93
20,9,-4,-5,NNc1nc2sc3c(c2c(=O)n1Cc1ccccc1)CCC3,118,-11,.,40,124

New compounds follow.
MEKK2 mut-MEK5,IDE cell inh,pCIP destab,IDE act,SMILES,MEKK2wt PB1 HTS,PfM18AAP inh,NALP1 yeast inh,UBC9 SUMO inh,MEKK3 PB1 HTS
0,-7,-5,4,O=C(COc1ccccc1)Nc1ccc(CSc2ccccc2)cc1,100,-2,6,18,98
1,5,5,-1,CCOc1ccccc1CN1CCNC(=O)C1CC(=O)NCCCn1cccn1 (stereo not given),101,5,-2,9,97
25,.,-1,-29,COc1ccc(C2C(C(=O)c3ccccc3)N3c4ccccc4C=CC3C2[N+](=O)[O-])cc1 (stereo not given),94,6,9,5,62
8,-2,3,0,CCc1cc2c(N=Nc3c(O)[nH]c4ccccc34)ncnc2s1,88,7,28,-8,101
0,2,2,4,Cn1cnnc1SCC(=O)N1CCN(C(=O)c2ccco2)CC1,104,0,-1,5,106
-13,-4,-2,-1,FC(F)(F)c1cccc(Oc2cc(C(F)(F)F)nc(-c3ccccn3)n2)c1,79,-4,-3,-19,77
-1,3,0,4,O=[n+]1c2c(n([O-])c3cc(Br)ccc31)CCCC2,100,-4,32,4,108
.,6,-5,-5,COC(=O)c1ccc(C2c3c(oc4ccccc4c3=O)C(=O)N2CCCN2CCOCC2)cc1 (stereo not given),.,2,-22,4,.
.,-1,4,4,CCOC(=O)N1CCN(C(=O)c2cc(C)no2)CC1,.,.,-4,-2,.
0,1,-4,-3,CC1(C)Cc2nc3oc4c(NCCCN5CCOCC5)ncnc4c3cc2CO1,97,-12,22,25,99
-4,0,2,3,O=C(NCC1CCCO1)C12CN(Cc3ccccc3)CC1C(c1cccc([N+](=O)[O-])c1)=NO2 (stereo not given),88,2,20,20,86
1,5,11,2,O=C1N/C(=N/S(=O)(=O)Cc2ccccc2)S/C1=C/c1ccc2c(c1)OCO2,101,2,-57,7,102
2,-2,-9,5,CCc1ccc(-c2cc(C(=O)NN3CCN(C)CC3)c3ccccc3n2)cc1,103,3,28,13,99
-1,25*,-15,-11,Cc1cccc(N2CCN(C(=O)CCCn3c(=O)c4cccn4c4cccnc43)CC2)c1C,95,9,20,5,96
4,4,-6,-3,COc1ccccc1NC(=O)CSc1nnc(CNC(=O)c2ccco2)o1,109,-1,-16,0,108
28,9,-3,-11,O=C(/C=C/c1ccc(Cl)cc1Cl)Nc1ccc(CN2CCOCC2)cc1,107,-2,18,-11,107
5,5,-7,0,CCOC(=O)c1cnc2cc(-c3ccc(Br)cc3)nn2c1C,106,5,-6,2,102
-5,2,-10,5,Cc1nc(N2CCN(c3ccccc3)CC2)nc2c1C(=O)CC(c1ccccc1)C2 (stereo not given),96,-17,9,19,96

Reprinted at random: seven entries already listed, in no set order.
MEKK2 mut-MEK5,IDE cell inh,pCIP destab,IDE act,SMILES,MEKK2wt PB1 HTS,PfM18AAP inh,NALP1 yeast inh,UBC9 SUMO inh,MEKK3 PB1 HTS
0,-7,-5,4,O=C(COc1ccccc1)Nc1ccc(CSc2ccccc2)cc1,100,-2,6,18,98
2,-2,-9,5,CCc1ccc(-c2cc(C(=O)NN3CCN(C)CC3)c3ccccc3n2)cc1,103,3,28,13,99
5,5,-7,0,CCOC(=O)c1cnc2cc(-c3ccc(Br)cc3)nn2c1C,106,5,-6,2,102
-5,2,-10,5,Cc1nc(N2CCN(c3ccccc3)CC2)nc2c1C(=O)CC(c1ccccc1)C2 (stereo not given),96,-17,9,19,96
0,2,2,4,Cn1cnnc1SCC(=O)N1CCN(C(=O)c2ccco2)CC1,104,0,-1,5,106
25,.,-1,-29,COc1ccc(C2C(C(=O)c3ccccc3)N3c4ccccc4C=CC3C2[N+](=O)[O-])cc1 (stereo not given),94,6,9,5,62
0,1,-4,-3,CC1(C)Cc2nc3oc4c(NCCCN5CCOCC5)ncnc4c3cc2CO1,97,-12,22,25,99

Screening results deposited in PubChem BioAssay by several laboratories.
